Compound activity from PubChem BioAssay.
H9c2 TAG inh: inhibitors of triacylglycerol accumulation. H9c2 cells, Nile Red lipid (TAG) fluorescence; cells loaded with 200 µM oleic acid. inhibition, % at 12.5 µM. hit rate 0.66% among 230,000;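 active means pattern-corrected inhibition of lipid staining of at least 50% with the nuclear-stain viability signal not falling by more than 50%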;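 further: 0% = DMSO wells and 100% = triacsin C control wells; some results filed as inactive read as strong as hits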
H9c2 TAG inh DAPI viability: second read-out of H9c2 TAG inh, no call of its own (marks repeat the call); DAPI nuclei signal change (viability), lower = more cytotoxic, %;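 whole-well DAPI fluorescence read on a plate reader as a viability signal; minus 50 percent equals half of cells still viable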
* hit, by the source's call.

smiles	H9c2 TAG inh	H9c2 TAG inh DAPI viability
CSc1ccccc1NC(=O)CCn1c(=O)sc2ccccc21	-0.2	24.7
CCCN(CC(=O)Nc1ccccc1C)C(=O)C1CCN(S(=O)(=O)c2ccc3c(c2)OCCO3)CC1	-8.8	5.8
Cc1ccc(S(=O)(=O)NCCCN2CCOCC2)cc1C	2.8	-0.3
CCOC(=O)c1nnn(CC(=O)Nc2cccc(Cl)c2C)c1C(=O)OCC	7.3	-16.0
O=C(COC(=O)CCC(=O)c1cccs1)Nc1ccccc1C(F)(F)F	-45.8	-0.7
O=C(Oc1ccc(Br)cc1)C1CCN(C2=NS(=O)(=O)c3ccccc32)CC1	6.9	3.5
Cc1nc2ccc(NC(=O)c3ccc4ccccc4n3)cc2s1	18.3	-13.1
N#CCCn1nnc2ccccc21	13.2	-0.5
CC(C)(C)c1ccc(C(=O)NC(=O)COC(=O)c2ccco2)cc1	10.1	-5.8
Cc1ccc(OCC(=O)Nc2sc3c(c2C#N)CCC3)cc1C	-1.3	5.1
CC1CCCCC1NC(=O)COC(=O)COc1ccccc1Cl (configuration not stated)	1.3	-5.3
COc1cc2cc(CN(Cc3cccnc3)C(=O)NCc3ccccc3)c(=O)[nH]c2cc1OC	-21.7	1.4
Cn1c(Cl)cnc1C1CC(=O)c2cc(Cl)ccc2O1 (configuration not stated)	44.9	-9.6
CCN(CCNC(=O)Cn1c(=O)sc2ccccc21)c1ccccc1	1.9	-5.2
COc1ccc(C(=O)NC(=S)NNC(=O)[C@H]2C[C@@H]2c2ccccc2)cc1OC	4.4	11.0
CCN(CC(=O)Nc1ccc(OC)cc1)CC(=O)Nc1ccc(Cl)cc1F	-5.5	18.0
NC(c1csc(Nc2ccc(C(=O)NCCCO)cn2)n1)C1CCCCC1 (configuration not stated)	10.3	2.1
Cc1cccc(N(CC(=O)NC2CCCC2)C(=O)CS(=O)CC(=O)Nc2ccc3c(c2)OCO3)c1C (configuration not stated)	18.6	-8.6
O=C(c1ccc(F)cc1)N1CCN(Cc2ccccc2)CC1	-2.3	-6.3
CCO[C@H]1OC(C(=O)N2CCN(Cc3ccc4c(c3)OCO4)CC2)=C[C@@H](c2ccc3c(c2)OCO3)[C@@H]1CCCO	-28.0	1.9
CCOc1ccc(Oc2ccc(NS(=O)(=O)c3cc(C(=O)O)ccc3Cl)cc2)cc1	-16.6	1.7
Cn1ncc(Br)c1C(=O)Nc1cccc(C(F)(F)F)c1	-1.0	-4.5
CCCc1nnc(NC(=O)c2oc3ccccc3c2COCC)s1	3.5	2.3
COC(=O)[C@@]1(Cc2ccccc2)[C@H]2C(=O)N(Cc3ccccc3)C(=O)[C@H]2[C@H]2CN=C(SCC(=O)c3ccccc3)N21	19.7	8.7
Cc1cc(OCc2nnc(SCC(=O)OC3CCCCC3)o2)ccc1Cl	6.8	4.4
Cc1ccc(C)c(NC(=O)CSc2nc(N)c(NC(=O)c3cccs3)c(=O)[nH]2)c1	-2.2	1.9
O=C(CCN1CCCCC1=O)NC1CCCN(Cc2ccc(Cl)cc2)C1 (configuration not stated)	-3.6	12.2
C[C@H]1CN([C@@H](C)CO)C(=O)c2cc(Br)cnc2O[C@H]1CN(C)C(=O)C1CC1	3.6	9.4
Cc1ccc(Oc2nc3c(c(=O)n(C)c(=O)n3C)n2C)cc1C	-10.9	-1.7
O=c1cc(CN2CCN(c3ccccc3)CC2)c2c(ccc3ccccc32)o1	-32.0	13.7
COc1ccc(Cc2nnc(NC(=O)c3cccc([N+](=O)[O-])c3C)s2)cc1	3.9	-1.3
O=c1cc(O)c2ccccc2n1Cc1ccccc1F	-1.1	-3.1
CCCn1c(-c2ccncc2)n[nH]c1=S	-3.8	1.6
O=C(O)c1ccccc1C(=O)c1ccc2c(c1)N(Cc1cccc(F)c1)C(=O)CO2	-7.8	2.0
CCC1CSC(=Nc2ccc(C)cc2)N1C(=O)CN1C(=O)NC2(CCCC2)C1=O (configuration not stated)	-15.9	4.1
O=C(CC1SC(N2CCOCC2)=NC1=O)Nc1ccc(Cl)c(C(F)(F)F)c1 (configuration not stated)	-6.9	-0.3
CN1CCN(S(=O)(=O)c2cccc(C(=O)Nc3ccc(Br)cc3Br)c2)CC1	-29.3	2.6
CC(=O)c1cccc(NC(=O)c2ccc(N(C)S(=O)(=O)c3ccc(C)cc3)cc2)c1	6.3	-8.8
O=C(CC(c1ccccc1)c1ccccc1)NCCOCc1ccccc1	0.3	3.8
COc1cc(/C=C/C(=O)O)ccc1OS(=O)(=O)c1cc(C)ccc1C	-19.8	4.7
C=CCn1c(SCC(=O)NCC2CCCO2)nnc1C1CCCCC1 (configuration not stated)	6.8	-14.9
O=C1CN(C(=O)c2cc3ccccc3oc2=O)C(c2ccc(F)cc2)c2cc(F)ccc2N1 (configuration not stated)	5.6	2.8
COc1ccc(NC(=O)Nc2ccc(Br)cn2)cc1	-9.9	11.2
CCOc1cc(/C=C2/SC(=S)N(CC(=O)O)C2=O)ccc1OC(=O)c1cccs1	-9.7	10.7
CCC(C)(C)C1CCc2c(sc(NC(=O)c3cccs3)c2C(N)=O)C1 (configuration not stated)	8.7	130.6
CCC(=O)Nc1nc2c(OC)ccc(C)c2s1	6.2	3.0
COC(=O)c1cn(NC(=O)c2ccc(OC)c(OC)c2)c(=O)c2ccccc12	0.1	14.2
COC(=O)/C=C/c1cnc2ccccc2c1	7.9	-6.6
Cc1ccc(C(c2sc3ncnn3c2O)N2CCC(C)CC2)cc1 (configuration not stated)	0.4	-2.1
Cc1csc(NC(=O)COc2ccc3c(c2)CCC3)n1	-0.4	-3.0
CN(C)/C=C(\C=O)c1ncc(C(F)(F)F)cc1Cl	-0.4	1.2
O=C1CN(C(=O)c2ccc(Cl)c([N+](=O)[O-])c2)c2ccccc2N1	7.1	1.3
Cc1ccc(NC(=O)COC(=O)CCc2c(C)nc3ncnn3c2C)cc1C	-0.8	1.7
O=C(CSc1nnc(-c2ccc(Cl)cc2)n1CC1CCCO1)NC1CCS(=O)(=O)C1 (configuration not stated)	-8.7	15.4
O=C1NC[C@H](c2ccccc2)N(CC2CCCCC2)C1=O	-5.8	-4.1
COc1ccc2nc(NC(=O)C3CCN(S(=O)(=O)c4cccnc4)CC3)sc2c1	16.1	-5.0
COc1cc(/C=C/C(=O)OCC(=O)Nc2ccc3c(c2)OCO3)ccc1O	8.7	1.8
COCCCn1cn[nH]c1=S	-20.3	13.2
CCOC(=O)C(CC)n1cnc2sc3c(c2c1=O)CCC3 (configuration not stated)	3.1	-3.3
COC(C)c1oc2c(C)c3oc(=O)cc(C)c3cc2c1C (configuration not stated)	4.5	4.6

Part of the list above, field by field:
molecule: COC(=O)/C=C/c1cnc2ccccc2c1
  H9c2 TAG inh = 7.9
  H9c2 TAG inh DAPI viability = -6.6
molecule: Cc1ccc(C(c2sc3ncnn3c2O)N2CCC(C)CC2)cc1 (configuration not stated)
  H9c2 TAG inh = 0.4
  H9c2 TAG inh DAPI viability = -2.1
molecule: Cc1csc(NC(=O)COc2ccc3c(c2)CCC3)n1
  H9c2 TAG inh = -0.4
  H9c2 TAG inh DAPI viability = -3.0
molecule: CN(C)/C=C(\C=O)c1ncc(C(F)(F)F)cc1Cl
  H9c2 TAG inh = -0.4
  H9c2 TAG inh DAPI viability = 1.2

(continued)
smiles	H9c2 TAG inh	H9c2 TAG inh DAPI viability
COc1ccccc1-c1csc(C(O)(c2ccccc2)C(F)(F)F)n1 (configuration not stated)	-11.1	2.9
NC(=O)C1CCCN(C(=O)CCc2nnc(C3(c4ccc(Cl)cc4)CCC3)o2)C1 (configuration not stated)	-10.0	9.3
COC(=O)c1ccc(NC(=O)COc2ccc(S(=O)(=O)NC(C)(C)C)cc2)cc1	1.2	3.4
O=c1oc2cc(OCc3ccc(C(F)(F)F)cc3)ccc2cc1-c1ccccn1	-28.7	76.3
CC(=O)c1ccc(-c2ccc([C@H]3[C@H]4C=CC[C@@H](C)[C@@H]4C(=O)N3Cc3ccccc3)c(F)c2)cc1	0.3	19.6
OCCCn1c(C2CCCN2c2nc(-c3ccc(F)cc3)cs2)nc2cc(Cl)c(N3CCCCC3)cc21 (configuration not stated)	49.0	-1.0
COc1cc(/C=C/C(=O)OCC(=O)Nc2ccc3[nH]c(=O)[nH]c3c2)ccc1OC(F)F	-6.0	4.7
Cc1nn(CC(=O)N2CCN(c3ccc(Cl)cc3)CC2)c(=O)c2cccn12	-3.7	11.2
Cc1cc(C(=O)CSc2n[nH]c(-c3ccccc3F)n2)c(C)n1Cc1cccs1	-4.0	5.0
O=C(COc1ccc(F)cc1)N1CCCCCCC1	-0.4	0.2
O=C(Nc1ccc(N2CCOCC2)cc1)c1c(F)cccc1Cl	-8.1	11.7
COC(=O)C(Cc1c[nH]c2ccccc12)NC(C)=O (configuration not stated)	4.7	-5.9
CC[n+]1c(/C=C2/C=C(C)CC(C)C2)sc2ccccc21 (configuration not stated)	-11.0	2.3
Nc1ncnc2c1ncn2[C@@H]1O[C@H](CNCc2cn(CC(=O)NC3CC3)c3ccccc23)[C@@H](O)[C@H]1O	76.1*	-48.5*
COC(=O)CN(c1nc(C)c(Br)c(OC)n1)S(=O)(=O)c1ccccc1	-4.4	-4.7
Cn1c(N)c(C(=O)CSc2nc3ccccc3c(=O)n2Cc2ccccc2)c(=O)n(C)c1=O	6.1	0.0
O=C(CC1C(=O)NCCN1C(=O)c1ccccc1)Nc1cc(Cl)ccc1Cl (configuration not stated)	3.7	-6.0
Cn1c(=O)c2c(nc(N/N=C/c3cccnc3)n2Cc2ccccc2)n(C)c1=O	1.4	-1.1
CC(C)C[C@@H](CNCC(=O)[C@H](Cc1c[nH]c2ccccc12)NC(=O)c1[nH]cnc1C(=O)N[C@@H](C)CN)NC(=O)c1nc[nH]c1C(=O)N[C@@H](Cc1ccccc1)C(=O)O	8.1	7.2
CCCOc1cccc(C(=O)Nc2cccc(NC(=O)c3ccco3)c2)c1	30.8	-4.6
C/C(=N/NC(=O)c1ccc(C)s1)c1cccnc1	4.6	-2.1
COC(=O)[C@]12C(=O)NC[C@H](CN1c1ccc(Cl)c(C)c1)N2C	2.0	3.7
Cc1ccn(Cc2n[nH]c(=S)n2Cc2ccccc2)n1	-12.5	0.5
CCOC(=O)[C@H]1[C@H]2COc3ccccc3[C@@H]2N2C(=O)CN(CC3CCCO3)C(=O)[C@@]12C (some centres not stated)	2.3	13.6
O=C(CN1CCC(c2nc3ccccc3s2)CC1)NCc1ccccc1	-3.8	5.5
Cc1c2c(nc3ccccc13)CC(C)(C)CC2=O	-1.4	5.2
O=C1COc2ccc(C(=O)COC(=O)c3ccccn3)cc2N1	-1.0	5.9
CC(=O)N1CCN(CC(=O)Nc2ccccc2Sc2ccccc2)CC1	-15.4	-9.0
NC(=O)NCCCC(=O)OCC(=O)c1ccc2ccccc2c1	10.1	2.1
COc1ccc(C2SCCN2C(=O)c2ccc([N+](=O)[O-])cc2)cc1 (configuration not stated)	-5.5	-10.6
CCN(CC(=O)N1CCN(Cc2ccccc2)CC1)S(=O)(=O)c1ccccc1	-9.3	-1.4
COC(=O)[C@@H]1[C@@H](C)OC(=O)N[C@H]1c1ccccc1	20.9	-1.9
Cc1sc2nc(CN(Cc3cccs3)C(=O)C3CC3)[nH]c(=O)c2c1C	-15.1	6.3
COc1ccc(-c2ccc(C(=O)NCc3cccs3)c3occc23)c(C)c1	-8.2	5.1
COc1ccc(C(=O)CCNc2ccc3c(c2)OCCO3)cc1	-5.3	5.2
COc1cc(/C=C/C(=O)OCC(=O)NC2CCS(=O)(=O)C2)ccc1OC(F)F (configuration not stated)	-12.4	12.0
S=C(NCc1ccc(Cl)cc1)N1CCN(c2ccccn2)CC1	-4.6	0.4
Nc1cc(C(=O)O)ccc1Sc1ccccc1C(=O)O	-13.6	4.7
C[C@H](CO)N1C[C@H](C)[C@@H](CN(C)C(=O)c2cnccn2)Oc2cc(C#CCC3CCCC3)ccc2S1(=O)=O	14.7	-1.3
CCN(CC)C(=O)COc1ccc2c(-c3ccccc3)cc(=O)oc2c1	-12.5	0.4
O=S(=O)(Nc1ccc(N2CCCCC2)cc1)c1ccc(F)c(F)c1	-11.7	6.9
C[C@H](CO)N1C[C@H](C)[C@@H](CN(C)C(=O)Nc2ccc(C(F)(F)F)cc2)Oc2ccc(NC(=O)Nc3ccc(C(F)(F)F)cc3)cc2C1=O	44.2	-13.5
Cc1ccn2cc(CCNC(=O)Cc3cccs3)nc2c1	-5.0	1.0
CCOC(=O)N1CCN(C(=O)CCSc2ccc(Cl)cc2)CC1	-8.1	-18.7
COC1CCCN(Cc2nc(Cc3ccccc3F)no2)C1 (configuration not stated)	1.1	5.5
OC(COc1ccc(Cl)cc1)CN1CCN(c2ccccn2)CC1 (configuration not stated)	4.2	4.3
Cc1ccnc(NC(=O)CN2C(=O)c3ccccc3S2(=O)=O)c1	-4.3	4.0
CC(=O)N(c1cccc(C)c1)S(=O)(=O)c1ccc(Cl)cc1	-11.2	-1.5
O=S1(=O)N=C(N/N=C/c2cccs2)c2ccccc21	6.4	-2.1
Cc1ccc(Nc2nc(N)c([N+](=O)[O-])c(NCc3ccccc3)n2)cc1	7.6	9.3

These rows are one share of the data (hit frequency here may not be typical).
